Assay outcomes (PubChem BioAssay)
CHO parental Ca: ATP-evoked calcium signal inhibitors, parental CHO, primary screen, counter-screen for OX1R antagonist project, cell-based, fluorescence, Fluo-8 calcium dye | AID 463079, 2010 | hit rate 0.63% among 330,000 | inhibition, % at 5.6 µM | parental CHO-K1, ATP-induced calcium, Fluo-8 fluorescence;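 active = inhibition above that plate's mean sample inhibition plus 3 SD, cut at about 26% in these data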;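 also: 0% = ATP-challenged DMSO wells and 100% = DMSO wells without ATP; some compounds past the cut are filed as inactive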
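Material: Parental CHO cells | Reagent: ATP | Compound dosing: Single nominal dose of 5.6 µM per compound | Detection: Intracellular calcium via Fluo-8 no-wash fluorescent dye | Read-out: % inhibition of ATP-induced calcium mobilization | Benchmarks: Low control ATP plus DMSO, high control DMSO only | Replicates: Singlicate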
TAAR1 ag: human TAAR1 agonists, primary screen, Fluo-8 calcium fluorescence, CHO RD-HGA16 cells | hit rate 0.99% among 360,000 | vehicle wells 0%, saturating PEA agonist 100% | activation, % at 3 µM;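 active = activation above the mean activation of all test compounds in the run plus 3 SD, cut at about 38% in these data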
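System: CHO-derived RD-HGA16 cells with stable Gα16 and human TAAR1 / Times: 17-24 h plating, Fluo-8 75 min 37 °C, 30 min RT / Technique: calcium-sensitive Fluo-8 signal, excitation 470-495, emission 515-575 nm / Measure: % activation relative to PEA EC100 response / Benchmarks: DMSO and PEA EC100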
M1 ag: human M1 muscarinic receptor agonists, primary screen, Fluo-8 calcium fluorescence, CHO-K1 cells, HTS | CHO-K1 hM1, agonist mode; 0% DMSO, 100% acetylcholine EC100 | hit rate 0.33% among 360,000 | Muscarinic acetylcholine receptor M1 (Homo sapiens), P11229 | activation, % at 3 µM;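 active = activation above the run's mean compound activation plus 3 SD, cut at about 16% in these data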;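 also: peak over basal fluorescence ratio within a 140 s kinetic read after compound addition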
OXTR ag: human OXTR agonists, primary screen, fluorescence, CHO-OTR cells, Fluo-8 calcium; activation, % at 3 µM; AID 2435, 2010; Oxytocin receptor (Homo sapiens), P30559; hit rate 0.32% among 320,000; Fluo-8 calcium fluorescence; normalized: DMSO 0%, oxytocin 100%;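 active = activation above the mean of all tested compounds plus 3 SD, cutoff set per screening run, cut at about 20% in these data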;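 also: peak over basal fluorescence ratio from a 100 s FLIPR kinetic read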
Target sequence (P30559 whole entry, looked up): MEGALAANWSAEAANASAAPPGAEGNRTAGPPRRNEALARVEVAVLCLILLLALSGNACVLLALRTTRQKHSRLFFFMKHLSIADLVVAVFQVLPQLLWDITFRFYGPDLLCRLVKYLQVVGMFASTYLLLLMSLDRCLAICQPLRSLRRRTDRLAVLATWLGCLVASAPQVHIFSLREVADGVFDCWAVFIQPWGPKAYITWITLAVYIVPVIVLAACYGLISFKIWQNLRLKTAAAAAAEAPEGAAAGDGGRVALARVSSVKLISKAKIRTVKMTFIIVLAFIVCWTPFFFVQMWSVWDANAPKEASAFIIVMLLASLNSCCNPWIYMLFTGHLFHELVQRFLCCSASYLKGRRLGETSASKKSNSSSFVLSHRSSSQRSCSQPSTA
M1 PAM: human M1 muscarinic receptor positive allosteric modulators, primary screen, CHO-K1 cells, Fluo-8 calcium fluorescence, 1536-well. Muscarinic acetylcholine receptor M1 (Homo sapiens), P11229. CHO-K1 hM1, ACh EC20; 0% = ACh EC20, 100% = maximal ACh. activation, % at 3 µM. hit rate 0.088% among 360,000. AID 588819, 2011; in the data active = activation above about 19%, passing the limit was not always enough
M1 antag: human M1 muscarinic receptor antagonists, primary screen, CHO-K1 cells, Fluo-8 calcium fluorescence, 1536-well | Muscarinic acetylcholine receptor M1 (Homo sapiens), P11229 | CHO-K1 hM1, ACh EC80 antagonist | inhibition, % at 3 µM | hit rate 1.3% among 360,000 | AID 588852, 2011;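 active = percent inhibition above its own plate's cutoff, namely the mean of that plate's compound wells plus 3 SD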;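 also: peak over basal fluorescence ratio during 140 s after agonist addition; 0% = ACh EC80 plus DMSO and 100% = DMSO alone without agonist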
OXTR potentiate: human OXTR potentiators, primary screen, fluorescence, CHO-OTR cells, Fluo-8 calcium | hit rate 0.061% among 320,000 | activation, % at 3 µM | Oxytocin receptor (Homo sapiens), P30559 | Fluo-8 calcium fluorescence, potentiator mode; 0% = oxytocin EC15, 100% = EC100;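 active = activation above that plate's cutoff, the mean activation of tested compounds plus 3 SD, cut at about 6.6% in these data, passing the limit was not always enough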;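 also: 100% uses oxytocin at 75 nM as the full agonist control; some results filed as inactive read as strong as hits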
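assay system = CHO-OTR cells, human receptor | schedule = compound 6 min at room temperature before oxytocin, 100 s read | detection = Fluo-8 intracellular calcium fluorescence, ex 470-495, em 515-575 nm | evaluation = normalized max/min fluorescence ratio, % activation | control set = EC15 oxytocin alone as 0%, 75 nM oxytocin (EC100) as 100%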
V1aR counter: agonists of human V1a receptor, primary screen, counter-screen for OXTR agonist project, fluorescence, CHO-V1R cells. Vasopressin V1a receptor (Homo sapiens), P37288. Fluo-8 calcium fluorescence, agonist mode; 0% DMSO, 100% 3 nM vasopressin. activation, % at 3 µM. hit rate 0.25% among 320,000. AID 2797, 2010;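 active = activation above the mean activation of all tested compounds plus 3 SD, per screening run, cut at about 20% in these data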;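 also: signal is peak over basal fluorescence ratio across a 100 second FLIPR read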
Target sequence (P37288 whole entry, looked up): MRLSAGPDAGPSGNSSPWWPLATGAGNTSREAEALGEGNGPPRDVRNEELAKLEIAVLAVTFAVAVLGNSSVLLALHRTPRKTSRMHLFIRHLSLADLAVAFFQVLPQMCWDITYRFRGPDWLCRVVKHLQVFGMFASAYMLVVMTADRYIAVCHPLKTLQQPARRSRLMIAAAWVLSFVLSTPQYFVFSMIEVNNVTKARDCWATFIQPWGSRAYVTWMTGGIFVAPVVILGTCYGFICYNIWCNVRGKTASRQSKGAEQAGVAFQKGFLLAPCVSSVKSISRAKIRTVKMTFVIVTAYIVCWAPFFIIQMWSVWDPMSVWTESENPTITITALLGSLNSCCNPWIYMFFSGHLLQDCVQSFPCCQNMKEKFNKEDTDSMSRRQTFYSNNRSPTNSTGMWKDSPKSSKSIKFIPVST
TAAR1 antagonist: human TAAR1 antagonists, primary screen, Fluo-8 calcium fluorescence, CHO RD-HGA16 cells | antagonist | hit rate 1.5% among 360,000 | inhibition, % at 3 µM;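 active = inhibition above a per-plate cutoff, the mean inhibition of test compounds on that plate plus 3 SD, cut at about 49% in these data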;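 also: 0% = DMSO plus EC80 beta-PEA response and 100% = DMSO alone without agonist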
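test system = CHO RD-HGA16 cells bearing hTAAR1 | replication = singlicate | controls = DMSO-only wells and EC80 β-PEA-stimulated wells | reagent = EC80 β-phenethylamine stimulus | read-out basis = percent inhibition of PEA-evoked calcium signal, max/basal emission ratio | schedule = seeding 17-24 h prior, 75-min 37 °C, 30-min RT dye loading | signal = kinetic Fluo-8 calcium fluorescence measurement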
* hit, by the source's call; · = not tested or not shown.

structure	CHO parental Ca	TAAR1 ag	M1 ag	OXTR ag	M1 PAM	M1 antag	OXTR potentiate	V1aR counter	TAAR1 antagonist
CO/N=C\CC(=O)Nc1ccc(F)cc1	-3	11	-2	1.9	7	-3	2	0.1	7
CCN(CC)CC(=O)Nc1c2c(nc3ccccc13)N(C)CC2	-11	1	-3	-1.4	4	-7	-7	0.5	0
CC(C)Cc1nnc(NC(=O)CCS(=O)(=O)c2ccc(Cl)cc2)s1	-21	1	0	-0.2	-2	1	1	2.6	-20
CCN(C(=O)CN1C(=O)NC(c2ccccc2)(c2ccc(C)c(C)c2)C1=O)C1CCCCC1 (configuration not stated)	-43	5	-9	-1.5	-4	-1	-9	0.2	-25
Cc1ccccc1C1=NC(C(F)(F)F)(C(F)(F)F)c2c(n(-c3ccc(F)cc3)c(=O)[nH]c2=O)N1	-11	7	-2	-1.4	7	-2	-8	0.5	-4
O=C(NCCc1c[nH]c2ccccc12)/C(=C\c1cccs1)NC(=O)c1ccccc1	-20	11	-4	1.2	-4	-3	-7	0.9	33
COc1ccc(-c2csc(NC(=O)CC(NC(C)=O)c3ccccc3)n2)cc1OC (configuration not stated)	·	3	0	·	7	-6	·	·	-7
O=C(CSc1nncn1-c1ccccc1)NC1CCCCC1	10	-1	-2	0.3	3	-2	-6	-0.2	14
Cc1cccc(-c2cnc(C(O)Cc3ccccc3)[nH]2)c1 (configuration not stated)	·	3	-1	·	6	-4	·	·	-16
CSc1ccc(CC(=O)N2CCC(n3nccc3NC(=O)C3CC3)CC2)cc1	-12	1	-2	-0.6	14	-7	0	1.6	-11
O=C(CCNc1cccc(C(F)(F)F)c1)c1ccco1	4	-4	-3	-1.9	5	-2	0	-0.2	-15
CN1C(=O)N(CC(=O)N2CCN(S(=O)(=O)Cc3ccccc3)CC2)C(=O)C12CCCCC2	·	8	-3	·	2	-3	·	·	-1
C/C(=N\NC(=O)c1c(Cl)cnn1C)c1cccc(NC(=O)COc2ccccc2)c1	-6	13	-3	-0.3	-4	8	-6	0.9	28
O=C(c1ccco1)N1CCN(C(=O)C2CC(c3ccc(F)cc3)=NO2)CC1 (configuration not stated)	-7	0	2	38*	26*	-26	-10	0.4	-11
O=S(=O)(c1ccc(-c2csc(=Nc3ccccc3)n2CCCN2CCOCC2)cc1)N1CCOCC1	-18	-2	-4	0.7	10	-7	0	-0.1	-4

Next part (3 carried over from the part before).
structure	CHO parental Ca	TAAR1 ag	M1 ag	OXTR ag	M1 PAM	M1 antag	OXTR potentiate	V1aR counter	TAAR1 antagonist
C/C(=N\NC(=O)c1c(Cl)cnn1C)c1cccc(NC(=O)COc2ccccc2)c1	-6	13	-3	-0.3	-4	8	-6	0.9	28
O=C(c1ccco1)N1CCN(C(=O)C2CC(c3ccc(F)cc3)=NO2)CC1 (configuration not stated)	-7	0	2	38*	26*	-26	-10	0.4	-11
O=S(=O)(c1ccc(-c2csc(=Nc3ccccc3)n2CCCN2CCOCC2)cc1)N1CCOCC1	-18	-2	-4	0.7	10	-7	0	-0.1	-4
Cc1nc2nc(NC(=O)c3ccco3)nn2c(C)c1Cl	12	6	-3	0.1	8	-14	-4	1.7	-21
COc1nc(NC(C)=O)nc(C)c1Br	0	1	·	-0.7	·	·	-3	-1.3	-14
CSc1ccccc1NC(=O)C1(C)CCN1C(=O)Cc1ccc(Cl)cc1Cl (configuration not stated)	·	3	-4	·	0	-11	·	·	3
CCOC(=O)c1c[nH]c(=O)c(Br)c1O	-3	-1	-7	1.5	-4	-6	0	0.9	-2
COc1ccc2oc(C(=O)OCC(=O)N3CCN(c4ccccc4)CC3)c(C)c2c1	-17	9	-1	-0.5	4	-17	-14	0.9	36
CC1CCCCN1C(=O)CSc1nnc(-c2ccco2)n1C (configuration not stated)	-16	6	-6	0.7	10	-16	-7	-0.2	0
O=C(CN1C(=O)NC2(CCCC2)C1=O)NCc1ccccc1	0	11	-1	1.2	13	-15	-4	1.4	10
CCOc1ccccc1C(=O)NC(C(=O)N(C)Cc1ccc2c(c1)OCO2)C(C)C (configuration not stated)	-28	1	-5	-1.9	5	-2	-5	-0.1	26
COC(=O)c1ccc(Cn2cc(C(F)(F)F)ccc2=O)cc1	-7	4	-4	-0.2	-4	0	0	0.6	-5
O=C(NCCc1ccc(C(F)(F)F)cc1)C1CC(=O)N(Cc2ccccc2)C1 (configuration not stated)	-21	2	-2	0.9	3	0	-4	1.9	-11
CCOC(=O)c1cnc2nc(SC)nn2c1N	-11	2	-5	-0.3	7	-9	-3	0.5	-4
Cc1ccc(NC(=O)Cn2c(O)c(N=NC(N)=O)c3ccccc32)cc1	-13	1	-1	0.2	4	-3	0	0.8	-10
CCCOc1ccc(NC(=O)C(=O)NCCCn2ccnc2)cc1	-20	5	-13	-0.2	-4	-1	-6	-1.4	-13
CCCC1=Nc2cc(C(=O)NCCN3CCOCC3)ccc2Sc2ccccc21	-34	2	-5	0.6	-7	12	-10	-0.1	12
Cc1cc(C)n(-c2nc3ccccc3c(=O)n2OCc2ccc(Cl)cc2)n1	-11	16	-5	-3.1	-4	0	1	-0.7	-5
CCOc1ccc(S(=O)(=O)N2CCNC(=O)C2)cc1	-3	1	1	-0.8	12	-13	-4	-0.3	7
CCCCOc1ccc(N2C(N)=NC(N)=NC23CCCCC3)cc1	1	0	-9	0.4	-11	11	-2	-0.2	-5
CCOC(=O)c1c(NC(=O)CSc2nc3ccccc3c(=O)n2-c2ccccc2)sc(C(C)=O)c1C	-5	0	-6	-0.8	0	3	-5	0.6	0
CCO[C@H]1OC(C(=O)O)=C[C@@H](c2ccccc2)[C@@H]1CCCO	2	14	6	-0.3	15	-10	9	0.7	0
CC(=O)Nc1coc2ccc(Br)cc12	-9	7	0	0.2	-9	-1	-10	0.0	-19
O=C(c1ccc(Cl)cc1)N1CCCC(c2ccccc2)=N1	-18	4	-5	-1.7	-2	-20	-4	-0.2	5
O=C(COC(=O)C12CC3CC(CC(Br)(C3)C1)C2)N1CCOCC1	-5	3	-9	0.7	8	1	3	1.7	8
CCCC(C)C(=O)Nc1nnc(CCc2ccccc2)s1 (configuration not stated)	-13	-1	1	-2.5	18	-14	-12	-1.5	-15
Cn1c(CCNS(=O)(=O)c2ccccc2)nc2cc([N+](=O)[O-])ccc21	-9	5	-4	2.7	5	-1	-8	2.4	0
COc1ccc(C(=O)NCC(=O)OCC(=O)c2ccc3c(c2)OCCO3)cc1	-17	0	-1	-1.3	12	-8	-1	0.6	7
COC(=O)[C@@]12CCCCN1[C@H](c1ccc(-c3ccccc3)cc1)[C@@H]1C(=O)N(C)C(=O)[C@@H]12	-8	6	0	-1.4	10	-1	0	-0.6	5
O=C(N/C(=C\c1ccc(Cl)cc1)C(=O)N1CCOCC1)c1ccc([N+](=O)[O-])cc1	-6	1	-5	0.2	9	-4	-8	-0.4	-15
CN(C)c1ccc(CNCCC2CCOC(C)(C)C2)cc1 (configuration not stated)	-10	·	·	0.2	·	·	-9	-0.2	·
O=C(CCSCc1cccc(F)c1)NCCc1ccccc1	2	19	-2	-2.2	5	2	-6	0.0	56*
O=C(NC1CCCCC1)c1ccc(CS(=O)Cc2ccc(Cl)cc2)o1 (configuration not stated)	-24	0	-3	-1.3	3	-11	-3	0.4	-31
CC(C)OC(=O)C1OC1(C)c1ccccc1 (configuration not stated)	·	0	-1	·	12	-22	·	·	-15
CC(C)c1ccc(NC(=O)Nc2nc(C(N)CCc3ccccc3)cs2)cc1 (configuration not stated)	·	42*	-2	·	1	1	·	·	33
O=C(CSC1=NCCN1)C1COc2ccccc2O1 (configuration not stated)	-13	0	-9	0.2	-9	20	1	0.3	14
CC(=O)c1cccc(N(C(=O)CS(=O)CC(=O)Nc2ccc(F)cc2)C(C(=O)NC2CCCCC2)c2ccc(C)o2)c1 (configuration not stated)	-23	1	-3	-0.2	5	0	5	-0.8	-2
O=C(COC(=O)CCC(=O)c1ccc(F)cc1)Nc1ccc(N2CCOCC2)cc1	-8	6	-1	0.6	9	-7	-15	7.6	-9
COc1ccc(CCNC(=O)Cn2cnc3ccccc3c2=O)cc1OC	-4	3	-5	4.1	11	-8	-6	0.9	-4
O=C(Nc1cccc2ccccc12)c1ccc([N+](=O)[O-])s1	-6	6	-8	-0.5	-2	2	-11	3.2	10
COC(=O)N1CC=CC1(C)C(=O)NCc1cc(F)cc(C(F)(F)F)c1 (configuration not stated)	-20	19	-4	0.2	7	-7	-4	0.4	3
Cc1c(-n2c(-c3ccccc3Cl)n[nH]c2=S)c(=O)n(-c2ccccc2)n1C	2	0	-1	1.2	6	-4	0	-0.7	-6
COc1ccc(OC)c(Nc2ncnc3ccccc23)c1	-22	1	-3	-1.1	6	-16	-17	-1.1	-11
COc1ccc(C(=O)OCC(=O)Nc2ccc(F)cc2F)cc1OC	-12	1	-3	-0.9	3	-14	-13	0.3	-10
Cc1nc(Nc2ccccc2)sc1C	-16	2	-1	-1.6	7	-9	-4	-1.1	0
COc1cc(CNc2ccc3[nH]c(=O)[nH]c3c2)ccc1OCc1ccccc1F	-1	5	-2	3.9	5	0	-5	2.3	-5
COc1ccc(N2CCN(C(=O)CN(c3ccc(Br)cc3)S(C)(=O)=O)CC2)cc1	3	4	-1	7.6	-6	4	-10	6.7	-1
O=C(CSC1=NCCS1)N1CCN(c2ccccc2)CC1	-20	1	-3	-0.8	-3	5	-6	0.4	0
